# Screening results from PubChem.
# XiGFP reactiv = activators of X-chromosome reactivation in mouse fibroblasts. 0.055% of 360,000 active. XiGFP mouse fibroblasts, % GFP-positive cells imaging, 3 d; cells co-treated with 5-aza-dC sensitizer; scaled so ellipticine positive control = 100%. AID 743238. activation, % at 7.58 µM;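 active = mean normalized replicate activation at least 10% and every replicate at or above 10%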;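 note: 0% = median of on-plate neutral control wells and 100% = ellipticine 6 µM median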
#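 Material: SV40-immortalized XiGFP fibroblast cells, line 68-5-11 | Buffer or medium: DMEM containing 5-aza-dC | Dosing: One concentration, pinned | Times: 3 d treatment, 15 min room-temperature fixation | Controls: Ellipticine 6 µM positive control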
# esBAF inh = blocks esBAF chromatin remodeling in mouse ES cells; reporter increase, % at 12.5 µM; 2% of 350,000 active; Bmi1-luciferase knock-in reporter, 24 h; 100% = twice the neutral-well signal; in the data active = activation above about 40%;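 note: 0% = median of the plate's neutral control wells and 100% = double that signal; a rise in the Bmi1 reporter signal indicates esBAF inhibition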
# RAD52 inh = blocks human RAD52 DNA annealing; P43351; recombinant RAD52 DNA annealing, FRET fluorescence; inhibition, % at 18.7 µM; 0.46% of 360,000 active;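 active = every replicate showing at least 50% inhibition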
# Target sequence (P43351 whole entry, looked up): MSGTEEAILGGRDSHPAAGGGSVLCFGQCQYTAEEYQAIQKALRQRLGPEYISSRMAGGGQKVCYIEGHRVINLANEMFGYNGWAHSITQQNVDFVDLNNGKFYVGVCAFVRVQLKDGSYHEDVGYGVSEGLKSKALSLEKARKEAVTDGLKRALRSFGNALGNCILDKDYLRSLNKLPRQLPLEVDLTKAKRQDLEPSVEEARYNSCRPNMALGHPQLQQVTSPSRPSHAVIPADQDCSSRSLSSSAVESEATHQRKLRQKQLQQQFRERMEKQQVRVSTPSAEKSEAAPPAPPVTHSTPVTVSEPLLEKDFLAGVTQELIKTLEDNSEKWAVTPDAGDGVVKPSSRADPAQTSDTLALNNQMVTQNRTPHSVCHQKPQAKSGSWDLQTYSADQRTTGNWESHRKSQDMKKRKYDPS
# INS-1E GSIS act = primary screen for activators of insulin secretion dependent on glucose, INS-1E cells, GLuc reporter luminescence. INS-1E GLuc reporter insulin secretion, 2-3 h. activation, % at 16.6 µM. 0.61% of 370,000 active. AID 743287;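 active = lowest replicate activation of at least 40%, so every replicate reaches that level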;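 note: 0% = median of neutral control wells and 100% = median of IBMX positive control wells; some compounds called inactive have numbers as strong as hits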
# F508del corr = correctors of CFTR F508del function in bronchial epithelial cells; activity (quench increase), % at 7.58 µM; 0.36% of 350,000 active; AID 720511; CFBE cells, YFP halide quenching; stimulated with forskolin plus potentiator P3; % fluorescence drop versus neutral controls;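 active = mean added fluorescence quench of at least 8% versus neutral control, with both replicates also reaching 8%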;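 note: cells transiently co-express mutant CFTR-F508del with the halide-sensitive YFP; corrector assay measuring rescue of mutant channel to the surface after 24 h compound exposure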
# ERAP1 inh = blocks human ERAP1 aminopeptidase activity; recombinant ERAP1, Leu-AMC fluorescence, 60 min; Q9NZ08; 0.15% of 340,000 active; inhibition, % at 10.7 µM; AID 652197;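 active = mean replicate inhibition of at least 30%, or all replicates individually reaching that 30% level; inactive = mean below 30% and not every replicate reaching it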;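 note: 0% = neutral control wells and 100% = L-leucinethiol positive control wells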
# RAD54 inh = inhibitors of human RAD54 branch migration | inhibition, % at 10.4 µM | Q92698 | RAD54 Holliday junction branch migration, FAM/BHQ fluorescence | 0.14% of 360,000 active;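 active = mean normalized replicate activity at least 40 and at least half of replicates scoring 40 or more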;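 note: 0% = median of neutral control wells and 100% = median of positive control wells; inhibitors cause a drop in the FAM fluorescence signal; in these data hits start at about 50%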
# ARNT TACC3 PPI = disruptors of human ARNT/TACC3 interaction. AlphaScreen His-ARNT PAS-B/GST-TACC3 binding, luminescence; TACC3 fragment carries E629A point mutation. inhibition, % at 9.99 µM. 0.66% of 390,000 active;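 active = mean inhibition of replicates at least 50% and at least half of replicates each reaching 50%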;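 note: 0% = complete ARNT plus TACC3 wells and 100% = ARNT alone without TACC3; many hits fall short of the cut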
# Active calls of the source: *; . = not tested or not shown; & = joins results of further samples. Compounds were not picked by outcome; about 3.3% have a hit in one of these screens.
# Keys: A = XiGFP reactiv; B = esBAF inh; C = RAD52 inh; D = INS-1E GSIS act; E = F508del corr; F = ERAP1 inh; G = RAD54 inh; H = ARNT TACC3 PPI
CCCC(=O)Nc1ccc2c(c1)OC[C@H](C)N(Cc1ccncc1)C[C@H](C)[C@@H](OC)CN(C)C2=O
  A: 0.5; B: .; C: 12.4; D: 2.5; E: -2.9; F: 3.0; G: .; H: .
O=C(CS(=O)(=O)c1ccccc1)N1CCCCC1
  A: 0.1; B: .; C: -1.0; D: -2.7; E: 0.4; F: 1.1; G: -14.3; H: -2.4
O=C(c1cccnc1)N1C[C@@H]2[C@H](c3ccccc31)[C@H](CO)N2C(=O)CN1CCOCC1
  A: 0.2; B: -3.3; C: -7.0; D: -2.4; E: 0.6; F: .; G: -3.5; H: -1.0
COc1ccc(-c2cnc3c(c2)C(=O)N([C@H](C)CO)C[C@H](C)[C@H](CN(C)S(=O)(=O)c2cccs2)O3)cc1
  A: 0.0; B: 9.2&1.3; C: 10.2&2.1; D: .; E: -0.7&-1.6; F: 1.4&-0.5; G: -7.5&2.6; H: -1.2&-1.2
O=C(Nc1ccc(NC(=O)c2ccccc2Cl)cc1)c1cccnc1
  A: 0.2; B: .; C: -2.8; D: 7.6; E: -1.7; F: -0.6; G: 1.8; H: -4.9
CC(=O)Nc1ccc(NC(=O)c2ccc(-c3ccccc3Cl)o2)cc1
  A: 0.0; B: 42.9*; C: -4.9; D: 14.2; E: 0.1; F: 2.4; G: .; H: 7.1
O=S1(=O)CCN(C(CCO)c2cccc(C(F)(F)F)c2)CC1 (centres undefined)
  A: 0.0; B: .; C: 1.8; D: -8.6; E: 0.1; F: -2.9; G: .; H: -2.1
COc1ccccc1C(=O)Nc1ccc2c(c1)OC[C@H](C)N(CC1CC1)C[C@@H](C)[C@H](OC)CN(C)C2=O
  A: -0.4; B: 1.4; C: .; D: 4.8; E: 0.8; F: .; G: .; H: .
O=C(NCC1CCCO1)c1ccc(Cl)c(S(=O)(=O)Nc2ccccc2)c1 (centres undefined)
  A: 0.2; B: -5.9; C: 8.0; D: -37.8; E: -0.6; F: -2.3; G: 3.8; H: -1.1
C[C@@H]1CN([C@H](C)CO)C(=O)c2cc(NC(=O)CCCN(C)C)ccc2O[C@@H](C)CCCCO[C@H]1CN(C)Cc1ccncc1
  A: -1.0; B: -3.5; C: -7.6; D: 12.0; E: -0.7; F: 3.5; G: -2.0; H: -1.0
CN(C)c1cccc2c(S(=O)(=O)NC(=O)[C@H]3O[C@@H](n4cnc5c(N)ncnc54)[C@H](O)[C@@H]3O)cccc12
  A: 0.4; B: 2.2; C: -10.4; D: 9.0; E: 3.0; F: 2.5; G: -9.6; H: .
COc1ccc(S(=O)(=O)N(C)C[C@@H]2OCCCC[C@@H](C)Oc3ccc(NC(=O)Nc4ccc(C(F)(F)F)cc4)cc3C(=O)N([C@@H](C)CO)C[C@@H]2C)cc1
  A: -0.2; B: 9.1; C: 1.1; D: -7.2; E: -1.0; F: -1.9; G: -2.9; H: -17.8
O=C(O)c1ccc(/C=C2\SC(=Nc3ccccc3)N(c3ccccc3)C2=O)cc1
  A: 0.2; B: .; C: 1.9; D: 22.1; E: 3.1; F: 0.6; G: .; H: 0.2
COc1ccc(S(=O)(=O)N2CCC(n3cnc4ccccc43)CC2)cc1
  A: 0.2; B: -0.5; C: -11.4; D: 22.4; E: 0.0; F: 0.3; G: -2.7; H: -0.8
O=C1COc2ccc(C(=O)COC(=O)CNC(=O)c3ccco3)cc2N1
  A: 0.0; B: .; C: -16.7; D: 13.4; E: -3.0; F: -0.3; G: .; H: .
COCCNC(=O)C[C@@H]1CC[C@@H]2[C@@H](COc3ccc(NC(=O)C4CCOCC4)cc3C(=O)N2C)O1
  A: 0.2; B: -4.7; C: 0.5; D: 0.0; E: -1.2; F: 2.1; G: -4.9; H: 1.7
COc1cccc(NC(=O)Nc2nnc(Cc3ccc(F)cc3)s2)c1
  A: -0.1; B: -7.8; C: 3.9; D: -5.6; E: -0.6; F: 0.0; G: 1.3; H: 18.0
C[C@H]1CN([C@@H](C)CO)S(=O)(=O)c2ccc(C#Cc3ccccn3)cc2O[C@H]1CN(C)Cc1ccccc1
  A: 0.0; B: 4.0; C: -17.4; D: -3.5; E: -0.6; F: 0.7; G: 5.2; H: -1.5
CC1CCCN(CC(=O)Nc2cc(Cl)ccc2Oc2ccccc2)C1 (centres undefined)
  A: 0.2; B: 0.2; C: 5.9; D: -33.8; E: -0.7; F: -2.5; G: -5.0; H: -11.9
C/C(=N\Nc1ccccn1)c1ccc2c(c1)OCO2
  A: -0.3; B: 61.3*; C: -8.6; D: 6.5; E: 0.5; F: -1.5; G: 3.4; H: 2.0
Cn1nc(C(=O)Nc2nc(-c3ccc(F)cc3)cs2)ccc1=O
  A: 0.0; B: 10.2; C: -10.7; D: .; E: -0.1; F: -0.7; G: -5.7; H: -5.8
COc1ccccc1NS(=O)(=O)c1ccc(O)c(C(=O)OCC(=O)c2ccc(Cl)cc2Cl)c1
  A: 0.0; B: .; C: -40.3; D: -1.2; E: -0.5; F: -2.3; G: .; H: -2.2
O=[N+]([O-])c1ccccc1OCCCN1CCOCC1
  A: .; B: .; C: -0.2; D: 5.4; E: -4.7; F: 3.0; G: .; H: -5.6
CCOc1cc(/C=N/Nc2nncc(-c3ccccc3)n2)ccc1O
  A: 0.0; B: 6.1; C: -6.0; D: -5.2; E: -1.3; F: -0.5; G: .; H: 5.0
Cc1ccc(CS(=O)Cc2ccc(C(=O)NCc3ccccc3Cl)o2)cc1 (centres undefined)
  A: 0.0; B: 2.8; C: -7.5; D: -3.8; E: -1.6; F: -2.9; G: -2.7; H: 1.1

# A draw from above in order of heavy-atom count, highest first:
# Keys: A = XiGFP reactiv; B = esBAF inh; C = RAD52 inh; D = INS-1E GSIS act; E = F508del corr; F = ERAP1 inh; G = RAD54 inh; H = ARNT TACC3 PPI
O=C(NCC1CCCO1)c1ccc(Cl)c(S(=O)(=O)Nc2ccccc2)c1 (centres undefined)
  A: 0.2; B: -5.9; C: 8.0; D: -37.8; E: -0.6; F: -2.3; G: 3.8; H: -1.1
CC(=O)Nc1ccc(NC(=O)c2ccc(-c3ccccc3Cl)o2)cc1
  A: 0.0; B: 42.9*; C: -4.9; D: 14.2; E: 0.1; F: 2.4; G: .; H: 7.1
O=[N+]([O-])c1ccccc1OCCCN1CCOCC1
  A: .; B: .; C: -0.2; D: 5.4; E: -4.7; F: 3.0; G: .; H: -5.6

# Continuation.
# Keys: A = XiGFP reactiv; B = esBAF inh; C = RAD52 inh; D = INS-1E GSIS act; E = F508del corr; F = ERAP1 inh; G = RAD54 inh; H = ARNT TACC3 PPI
CO[C@H]1CN(C)C(=O)c2ccc(NS(=O)(=O)c3c(C)noc3C)cc2OC[C@@H](C)NC[C@@H]1C
  A: 0.4; B: -0.1; C: 1.8; D: 9.8; E: 1.5; F: 1.2; G: 2.0; H: -4.9
Cc1ccc(NC(=O)C(C)N2CCCc3ccccc32)cc1S(=O)(=O)N1CCOCC1 (centres undefined)
  A: 0.1; B: 6.4; C: -5.6; D: 3.1; E: -3.0; F: 1.1; G: -15.0; H: .
COc1ccccc1-c1cn(CC[C@@H]2CC[C@H](NC(=O)c3cnccn3)[C@@H](CO)O2)nn1
  A: -0.1; B: -0.7; C: -9.4; D: 39.6; E: 0.6; F: -0.7; G: -10.1; H: 6.1
CC(C)c1nnc(SCC(=O)N2CCOCC2)n1C
  A: .; B: -6.1; C: .; D: 18.8; E: .; F: .; G: 6.6; H: 3.6
COc1cccc(CNS(=O)(=O)c2ccc3c(c2)N(C)CCO3)c1
  A: 0.0; B: -4.6; C: -17.5; D: 15.3; E: 1.2; F: -2.6; G: 2.3; H: -4.6
CCN(CC)CCn1c(NC(=O)c2ccccc2O)nc2ccccc21
  A: 0.0; B: 25.7; C: -11.2; D: .; E: 2.2; F: -5.2; G: 26.7; H: 42.1
COc1ccc(N2CCN(C(=O)c3cccc(S(=O)(=O)N4CCOCC4)c3)CC2)cc1
  A: 0.0; B: 0.5; C: -3.0; D: 0.3; E: -1.8; F: 2.0; G: -5.3; H: 6.6
CCCN1CN(Cc2ccco2)c2nc3ccccc3n2C1
  A: .; B: 11.9; C: -2.9; D: 35.3; E: .; F: -2.0; G: 6.8; H: -0.1
C[C@@H]1CCCCO[C@@H](CN(C)C(=O)Nc2ccc(F)cc2)[C@H](C)CN([C@@H](C)CO)C(=O)c2cc(NS(=O)(=O)c3ccccc3)ccc2O1
  A: 0.4; B: 3.6; C: -2.8; D: -1.1; E: 1.8; F: -0.8; G: -3.3; H: 4.3
Cc1cc(NC(=O)CSCC(=O)N(c2ccc(F)cc2)C(C(=O)NC2CCCCC2)c2ccc(O)c(O)c2)no1 (centres undefined)
  A: 0.2; B: .; C: .; D: -28.8; E: .; F: .; G: 1.6; H: 0.2
CCOC(=O)c1ccccc1N1C(=O)CSC1=S
  A: .; B: -4.2; C: -25.6; D: 34.5; E: 3.8; F: 2.1; G: 1.2; H: 1.0
C[C@@H]1CN([C@H](C)CO)C(=O)c2cc(C#CCc3ccccc3)cnc2O[C@@H]1CN(C)Cc1cccc(C(=O)O)c1
  A: -0.8; B: 9.0; C: -2.0; D: 7.0; E: 1.0; F: 0.5; G: -5.7; H: 1.5
COc1ccc(CCC(=O)NCCS(=O)(=O)N2CCN(c3ccc(F)cc3)CC2)cc1
  A: 0.1; B: .; C: -9.6; D: -9.9; E: -0.1; F: -2.5; G: -5.6; H: 0.8
O=C(CSc1nnnn1-c1cccnc1)Nc1cccc(Cl)c1
  A: 0.1; B: -0.2; C: 0.9; D: 18.5; E: 1.7; F: -5.0; G: -6.2; H: 1.5
COC(=O)c1ccc(N2CCS(=O)(=O)CC2)cc1
  A: 0.0; B: -3.7; C: -3.3; D: -11.1; E: -3.3; F: -1.9; G: -8.6; H: -8.5
O=C(COC(=O)c1ccc([N+](=O)[O-])cc1Cl)NCc1ccco1
  A: 0.2; B: -6.8; C: 0.7; D: 11.4; E: -0.4; F: -0.6; G: 8.2; H: 4.2
COc1ccc(C(=O)NNC2=CC(=O)CC(C)(C)C2)cc1
  A: 0.3; B: 6.2; C: .; D: 6.3; E: .; F: .; G: -3.5; H: .
COc1cccc2sc(=NC(=O)CS(=O)(=O)c3ccc(Cl)cc3)n(C)c12
  A: 0.0; B: -30.8; C: 0.1; D: -33.3; E: 1.4; F: -0.6; G: .; H: -1.6
Cc1ccc(S(=O)(=O)N(C)C[C@H]2Oc3c(NC(=O)C4CC4)cccc3C(=O)N([C@H](C)CO)C[C@H]2C)cc1
  A: -1.3; B: -2.2; C: -2.0; D: 11.5; E: -3.4; F: 0.1; G: -11.4; H: -2.8
CCCC#Cc1cnc2c(c1)C(=O)N([C@@H](C)CO)C[C@H](C)[C@@H](CN(C)C(=O)c1ccc(F)cc1)O2
  A: 0.0; B: -0.5; C: 7.4; D: 1.5; E: -1.5; F: 0.6; G: 5.3; H: -4.7
CNC[C@@H]1Oc2c(NS(=O)(=O)c3ccc(C)cc3)cccc2C(=O)N([C@H](C)CO)C[C@@H]1C
  A: -0.7; B: 4.6; C: -6.3; D: 18.2; E: -1.8; F: -0.1; G: 10.6; H: -1.1
O=C(NCCc1ccccc1)c1ccc(=O)oc1
  A: .; B: .; C: 2.1; D: 15.7; E: .; F: 5.4; G: 3.3; H: .
CCCCN(C(=O)CC1CCCC1)c1c(N)n(Cc2ccccc2)c(=O)[nH]c1=O
  A: 0.1; B: -0.4; C: 0.0; D: .; E: -4.5; F: -4.8; G: -0.6; H: .
Cc1ccc(OCc2nnc(SCC(=O)O)n2-c2ccccc2)cc1
  A: 0.0; B: .; C: 2.2; D: .; E: -0.9; F: 1.6; G: -5.8; H: -5.8
